IL-1B inflam inh: inflammasome signaling inhibition, IL-1 beta readout. THP-1 LPS/ATP IL-1B secretion, AlphaLISA, 16 h; active compounds read low. AID 743279. 360,000 compounds, 4.7% hits. activity change, % at 57.5 µM; in the data active = activity change below about -50%; inconclusive = mostly about -30% to -49%; note: % is set by controls: 0 for no effect and ±100 for the full control effect
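Secreted IL-1B measured by AlphaLISA bead assay after 16 h compound exposure of THP-1 cells; compounds (final up to 57.5 uM) added 1 h before LPS (250 ng/mL) and ATP (1.25 mM) stimulation; lower signal means less secretion.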
MCF10A rereplic: inducers of DNA re-replication in MCF 10A breast cells | MCF 10A DNA re-replication, Hoechst nuclear intensity, 48 h | Potency, µM (top dose mostly 46.1 µM), for the others: at the highest dose activity, positive = re-replication, actives largely listed as activators | 350,000 compounds, 2.9% hits; note: potency is the fitted concentration of half-maximal effect; % of control where 0% means no effect; nearly all actives have a fitted effect of over 50% in size
KB-3-1 tox: kills parental KB-3-1 adenocarcinoma cells | KB-3-1 viability, CellTiter-Glo ATP luminescence, 72 h | Potency, µM (top dose mostly 46.1 µM), for inactives: top-dose activity change, negative = cytotoxic, most hits filed as cytotoxic | 400,000 compounds, 1.4% hits | AID 1347075; note: potency is the fitted concentration of half-maximal effect; % is set by controls: 0 for no effect and ±100 for the full control effect; nearly all actives have a fitted effect of over 60% in size
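Cells are dispensed, compounds pinned in, plates held at 37 °C for 72 h, then CellTiter-Glo is added and luminescence read after 10 minutes. Cell line: parental KB-3-1 in phenol-red-free DMEM, 10% FBS.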
SW480 rerep: induces DNA re-replication in SW480 colon adenocarcinoma cells | SW480 DNA re-replication, Hoechst DNA content imaging, 48 h | Potency, µM (highest dose often 46.1 µM), inactives show at the highest dose re-replication activation, usual class: activators | 340,000 compounds, 1.8% hits | AID 624297; note: potency is the fitted concentration of half-maximal effect; % of control where 0% means no effect; nearly all actives have a fitted effect of over 55% in size
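First, 250 cells per well were seeded. Next, compound or vehicle (23 nL) was pinned in, plates sat 48 hr at 37 C. Finally Hoechst was added for 40 min before fluorescence scanning.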
HT1080 IDH1KD tx: HT-1080 IDH1 knockdown cell toxicity (counter line). AID 686971. HT-1080 IDH1 knockdown viability, ATP luminescence, 48 h. Potency, µM (series often up to 46.1 µM), for the others: at the highest dose activity, negative = toxicity, usual class: cytotoxic. 360,000 compounds, 2% hits;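 note: potency is the fitted concentration of half-maximal effect; 0% = DMSO wells and -100% = cell-free medium wells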
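Using the IDH1-knockdown HT-1080 line run in the same batch and compound series as the NT line, viability after 48 h at 37 °C was determined by CellTiter-Glo luminescence and expressed as % activity.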
DRD3 agonist: agonists of human D3 dopamine receptor; P35462; D3R DiscoveRx beta-arrestin cells, luminescence, 90 min; max activation, %; 410,000 compounds, 0.58% hits; in the data active = max activation above about 30%; note: 0% is about no effect; mostly tested at two doses, the higher about 12 µM
Target sequence (P35462 whole entry, looked up): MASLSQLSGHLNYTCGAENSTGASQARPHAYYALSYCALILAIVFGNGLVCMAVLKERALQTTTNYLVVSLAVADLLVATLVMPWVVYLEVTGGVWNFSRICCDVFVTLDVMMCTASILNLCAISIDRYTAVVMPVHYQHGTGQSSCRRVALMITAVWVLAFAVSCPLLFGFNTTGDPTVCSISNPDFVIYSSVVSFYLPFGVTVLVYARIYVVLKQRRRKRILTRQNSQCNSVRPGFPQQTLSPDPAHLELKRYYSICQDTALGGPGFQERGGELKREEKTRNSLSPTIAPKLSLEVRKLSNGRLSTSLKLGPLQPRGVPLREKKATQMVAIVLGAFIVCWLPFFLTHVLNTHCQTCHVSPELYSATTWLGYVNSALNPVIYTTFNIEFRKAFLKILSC
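Agonist mode: compounds and dopamine controls were applied to plated cells for 90 min at 37 degrees C after an overnight attachment at 1500 cells/well. Luminescent read-out followed 30 - 60 minutes at room temperature with DiscoveRx detection reagent.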
HEK293 tox: cytotoxicity in counter-screen for GLP-1R inverse agonists; HEK293 cAMP-luciferase reporter cells, luminescence, 24 h; AID 624418; 410,000 compounds, 0.13% hits; Potency, µM (top dose mostly 38.3 µM), inactives show top-dose activity change, negative = inhibition, hits mostly inhibitors;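 note: loss of luciferase light is scored as toxicity; potency is the fitted concentration of half-maximal effect; % is set by controls: 0 for no effect and ±100 for the full control effect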
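A 23 nL compound transfer followed 12 hours of cell culture at 37 deg C; exposure then lasted 24 hr. Luciferase assay detection reagent was dispensed and plates read for luminescence after a 12 min room-temperature wait.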
HT1080-NT tox: kills 2HG-producing HT-1080-NT fibrosarcoma cells; HT-1080-NT fibrosarcoma viability, CellTiter-Glo ATP luminescence, 48 h; Potency, µM (doses to about 46.1 µM), for inactives: at the top dose activity, negative = less viability, actives largely listed as cytotoxic; 360,000 compounds, 1.6% hits;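 note: NT is the 2HG producing partner of a matched IDH1 knockdown line; potency is the fitted concentration of half-maximal effect; 0% = DMSO-treated cells and -100% = media-only wells without cells; nearly all actives have a fitted effect of over 55% in size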
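750 cells/well, RPMI + 5% FBS; 2 h settle, compound pin-transfer, 48 h at 37 degrees C. CellTiter-Glo 10 min RT, luminescence. Normalized to DMSO and media-only wells.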
KB-V1 cytotox: KB-V1 MDR subline cytotoxicity | 400,000 compounds, 3.4% hits | Potency, µM (highest dose often 46.1 µM), for inactives: at the highest dose activity change, negative = cytotoxicity, hits mostly cytotoxic | KB-V1 MDR cells viability, CellTiter-Glo, 72 h; note: potency is the fitted concentration of half-maximal effect; % is set by controls: 0 for no effect and ±100 for the full control effect; nearly all actives have a fitted effect of over 60% in size
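qHTS viability screen in drug-selected KB-V1 MDR cells: 72 h compound treatment at 37 degrees C, ATP luminescence end point.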
* hit, by the source's call; ? = inconclusive; / = not tested or not shown; & = joins results of further samples; [ ] = dose if it differs, or a comment. Unless noted, calls come from the whole dose curve; as a rule, active = well fitted curve in the direction sought with a large enough effect; inconclusive = small, poorly fitted or top-dose-only effect, or another doubt; inactive = no such curve, though single readings can be large; an effect the other way counts as inactive or inconclusive.

Start of the data: the first 2 compounds, ahead of the listing:
(1) O=C(COC(=O)c1cc(=O)[nH]c2ccccc12)NC1CCCCC1
(2) Cn1c(Cc2csc(N)n2)nnc1SCC(=O)NC1CCCCC1
assay / compound,1,2
IL-1B inflam inh,-5,-2
MCF10A rereplic,2%,-3%
KB-3-1 tox,25%,11%
SW480 rerep,-1%,-6%
HT1080 IDH1KD tx,-6%,9%
DRD3 agonist,-3,9
HEK293 tox,-2%,-7%
HT1080-NT tox,-2%,12%
KB-V1 cytotox,19%,21%

The whole of this part, repeating the preview:
(1) O=C(COC(=O)c1cc(=O)[nH]c2ccccc12)NC1CCCCC1
(2) Cn1c(Cc2csc(N)n2)nnc1SCC(=O)NC1CCCCC1
(3) C[C@H](CO)N1C[C@H](C)[C@@H](CN(C)Cc2ccc(C(=O)O)cc2)Oc2c(NS(=O)(=O)c3ccccc3)cccc2C1=O
(4) CCN(CC(=O)NCCCN1CCOCC1)S(=O)(=O)c1ccc(F)cc1
(5) Cc1ccc(-c2nnn(CC(=O)N(c3cccc(F)c3)C(C(=O)NC3CCCC3)c3ccco3)n2)o1 (configuration not stated)
(6) COc1ccc(S(=O)(=O)N2CCC(C(=O)NCc3cccs3)CC2)cc1
(7) CCOC(=O)C1(C)CCCCN1C(=O)c1ccc(N(C)C)cc1 (configuration not stated)
(8) Cn1cnnc1SCC(=O)NCc1cccc(C(F)(F)F)c1
assay / compound,1,2,3,4,5,6,7,8
IL-1B inflam inh,-5,-2,-2,9,2,-7,19,18
MCF10A rereplic,2%,-3%,-6%,-4%,6%,1%,/,?
KB-3-1 tox,25%,11%,2%,14%,0%,-3%,0%,-3%
SW480 rerep,-1%,-6%,-1%,-3%,18%,3%,/,-7%
HT1080 IDH1KD tx,-6%,9%,13%,6%,2.8µM*,22%,10%,-4%
DRD3 agonist,-3,9,4,-4,-16,-3,4,2
HEK293 tox,-2%,-7%,?,-4%,-12%,-9%[7.66 µM],-15%,2%
HT1080-NT tox,-2%,12%,23%,4%,?,-4%,?,4%
KB-V1 cytotox,19%,21%,-3%,1%,1%,?,3%,-5%

(9) Cc1cc(C)c2nc(SC3CCOC3=O)cc(C)c2c1 (configuration not stated)
(10) FC(F)(F)c1cccc(Sc2cc(C(F)(F)F)nc(-c3ccccn3)n2)c1
(11) COc1cccc(S(=O)(=O)Nc2cccnc2)c1
(12) COC(=O)c1cnc(Nc2nc(C(N)c3ccccc3Cl)cs2)nc1C(F)(F)F (configuration not stated)
(13) CCOC(=O)c1c(C)[nH]c(C(=O)CN2C(=O)C(=O)N(CC(C)C)C2=O)c1C
(14) CNC(=O)Nc1cc(NC(=O)NC)cc(C(F)(F)F)c1
(15) COC(=O)[C@@]12C[C@@H](CC(=O)N3CCCC3)C(=O)N(Cc3cccc4ccccc34)C1=CCC(C)(C)C2
(16) CCc1cccc(CC)c1NC(=O)c1ccccc1CCc1ccccc1
assay / compound,9,10,11,12,13,14,15,16
IL-1B inflam inh,43,6,26,-6,15,21,-22,-3
MCF10A rereplic,8%,-180%[0.0737 µM],-1%,/,-6%,2%,/,6%
KB-3-1 tox,0%,?,9%,-14%,15%,9%,?,0%
SW480 rerep,-3%,-11%,-3%,/,-7%,-8%,/,-1%
HT1080 IDH1KD tx,-4%,-10%,22%,?,-5%,0%,-27%,20%
DRD3 agonist,3,10,-11,0,2,-8,-2,28
HEK293 tox,4%,-2%,-3%,-8%,0%,7%,2%,4%
HT1080-NT tox,2%,-1%,3%,?,-18%,-1%,?,?
KB-V1 cytotox,5%,16µM*,-5%,0%,-28%,0%,13µM*,-12%

(17) CNC(=O)C1CCC(Cn2c(=O)c3sccc3n(CC(=O)N3CCC(C)CC3)c2=O)CC1 (configuration not stated)
(18) CCOC(=O)C1CCN(Cc2coc3ccc(Cl)cc3c2=O)CC1
(19) CN(C)CCSc1nc(-c2ccccc2)nc2c1COC(C)(C)C2
(20) CCCCNC(=O)/C=C/c1ccc(S(=O)(=O)Nc2ccc(OC)cc2)cc1
(21) COc1ccc(Cc2nc3ccc(C(=O)N4CCCN(C=O)CC4)cc3o2)cc1
(22) O=C1CCCCCN1C(=O)c1ccc(C(=O)N2CCCCCC2=O)cc1
(23) C/C(Cc1ccccc1)=N\NC(=O)CNC(=O)c1ccccc1Br
(24) COc1ccc(NC(=O)CCc2nc3c(C)nn(-c4ccc(C)cc4)c3n(C)c2=O)c(OC)c1
assay / compound,17,18,19,20,21,22,23,24
IL-1B inflam inh,/,0,-17,-10,6,22,-6,/
MCF10A rereplic,/,-4%,20%,14%,3%,-2%,?,/
KB-3-1 tox,-2%,0%,-3%,0%,2%,11%,-12%,10%
SW480 rerep,/,-4%,-4%,26%,-30%,-3%,1%,/
HT1080 IDH1KD tx,/,-1%,?,-20%,15%,8%,-1%,/
DRD3 agonist,4,-46,-9,3,0,1,-20,2
HEK293 tox,0%,2%,10%,-4%,9%,1%,2%,2%
HT1080-NT tox,/,7%[9.24 µM],?,-18%,20%,7%,-7%,/
KB-V1 cytotox,?,1%,10µM*,-11%,1%,20%,-25%,16%

Already shown: an excerpt of the list.
(15) COC(=O)[C@@]12C[C@@H](CC(=O)N3CCCC3)C(=O)N(Cc3cccc4ccccc34)C1=CCC(C)(C)C2
(16) CCc1cccc(CC)c1NC(=O)c1ccccc1CCc1ccccc1
(17) CNC(=O)C1CCC(Cn2c(=O)c3sccc3n(CC(=O)N3CCC(C)CC3)c2=O)CC1 (configuration not stated)
(18) CCOC(=O)C1CCN(Cc2coc3ccc(Cl)cc3c2=O)CC1
(19) CN(C)CCSc1nc(-c2ccccc2)nc2c1COC(C)(C)C2
(20) CCCCNC(=O)/C=C/c1ccc(S(=O)(=O)Nc2ccc(OC)cc2)cc1
(21) COc1ccc(Cc2nc3ccc(C(=O)N4CCCN(C=O)CC4)cc3o2)cc1
(22) O=C1CCCCCN1C(=O)c1ccc(C(=O)N2CCCCCC2=O)cc1
(23) C/C(Cc1ccccc1)=N\NC(=O)CNC(=O)c1ccccc1Br
(24) COc1ccc(NC(=O)CCc2nc3c(C)nn(-c4ccc(C)cc4)c3n(C)c2=O)c(OC)c1
assay / compound,15,16,17,18,19,20,21,22,23,24
IL-1B inflam inh,-22,-3,/,0,-17,-10,6,22,-6,/
MCF10A rereplic,/,6%,/,-4%,20%,14%,3%,-2%,?,/
KB-3-1 tox,?,0%,-2%,0%,-3%,0%,2%,11%,-12%,10%
SW480 rerep,/,-1%,/,-4%,-4%,26%,-30%,-3%,1%,/
HT1080 IDH1KD tx,-27%,20%,/,-1%,?,-20%,15%,8%,-1%,/
DRD3 agonist,-2,28,4,-46,-9,3,0,1,-20,2
HEK293 tox,2%,4%,0%,2%,10%,-4%,9%,1%,2%,2%
HT1080-NT tox,?,?,/,7%[9.24 µM],?,-18%,20%,7%,-7%,/
KB-V1 cytotox,13µM*,-12%,?,1%,10µM*,-11%,1%,20%,-25%,16%

The list continues.
(25) Brc1ccc2[nH]c3c(NCc4ccccn4)ncnc3c2c1
(26) Cc1ccc(S(=O)(=O)N(Cc2cccc(Cl)c2)C(=O)N2CCN(C)CC2)cc1
(27) O=C(O)CCC(=O)Nc1ccc(Br)cc1C(=O)c1ccccc1Cl
(28) Nc1nc(N2CCOCC2)nc2ccccc12
(29) COc1ccc2cnn(Cc3ccccc3)c(=O)c2c1OC
(30) Cc1ccc(S(=O)(=O)N(CC(=O)NC2CC3CCC2C3)c2ccccc2)cc1 (configuration not stated)
(31) CC(C)NC(=O)C(=O)NCCN1CCN(S(=O)(=O)c2ccc(Cl)cc2)CC1
(32) CCc1nnc(NC(=O)CSc2nc3ccccc3c(=O)n2CCCOC)s1
assay / compound,25,26,27,28,29,30,31,32
IL-1B inflam inh,/,2,11,-12,-10,-6,15,22
MCF10A rereplic,12%,3%,13%,0%,4%,/,3%,17%
KB-3-1 tox,-2%,-4%,-1%,6%,37%,1%,-4%,20%
SW480 rerep,0%,1%,7%,0%,-4%,/,2%,-1%
HT1080 IDH1KD tx,16µM*,-1%,-10%,-6%,-3%,-4%,2%[9.24 µM],?
DRD3 agonist,-7,-3,-5,-11,-3,3,4,6
HEK293 tox,1%,2%,8%,0%,-7%,5%,-21%,-6%
HT1080-NT tox,?,-1%,-9%,-2%,2%,-4%,0%,?
KB-V1 cytotox,?,?,7%,7%,-8%,-30%,-18%,-14%

(33) Cc1cccc(Cn2c(=O)oc3ccc(C)cc32)c1
(34) CCN1CCCC(CO)(Cc2ccccc2)C1 (configuration not stated)
(35) O=C(NCc1ccccc1)/C(=C\c1ccc([N+](=O)[O-])cc1)NC(=O)c1ccco1
(36) CCOc1ccc(C(=O)Nc2c3c(nn2-c2ccc(F)cc2)CS(=O)C3)cc1 (configuration not stated)
(37) Cc1cc(C(=O)OCC(=O)Nc2nccs2)c2ccccc2n1
(38) COc1ccc(NC(NC(=O)c2ccc(OC)cc2)C(Cl)(Cl)Cl)cc1 (configuration not stated)
(39) COc1cc2sc(-c3ccc(S(C)(=O)=O)cc3)c(-c3ccc4c(c3)OCO4)c2cc1OC
(40) CCN(CC)CCNC(=O)CN1C(=O)COc2ccc(S(=O)(=O)N3CCOCC3)cc21
(41) Cc1cc(=O)[nH]c(SCC(=O)N2CCN(S(=O)(=O)c3ccccc3)C2)n1
assay / compound,33,34,35,36,37,38,39,40,41
IL-1B inflam inh,38,5,3,17,0,-78*,-15,-14,28
MCF10A rereplic,-8%,1%,-5%,-3%,1%,2%,?,-4%,-13%
KB-3-1 tox,10%,1%,/,0%,3%,-18%,14%,0%&-1%,10%
SW480 rerep,0%,-4%,0%,-6%[9.22 µM],-12%,0%,-1%,4%,-7%
HT1080 IDH1KD tx,0%,4%,3%,-1%,0%,-19%,-18%,-3%,7%
DRD3 agonist,2,-3,6,0,5,2,7,-7&-4,3
HEK293 tox,15%,-3%,-1%,-2%,1%,16%,-30%,-6%&-3%,-6%
HT1080-NT tox,-4%,-11%,13%,4%,-1%,4%,-14%,5%,6%
KB-V1 cytotox,-9%,?,/,11%,6%,?,-28%,?,0%
